LMPTP inh = blocks human LMPTP phosphatase. inhibition, % at 20 µM. 360,000 compounds, 0.22% hits. P24666. AID 651560. recombinant LMPTP-A, OMFP fluorogenic substrate, fluorescence intensity;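 active means compounds that cut the enzyme signal by at least half of the control window in the single-dose screen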;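 further: plate controls were DMSO wells with enzyme plus substrate for no effect and substrate without enzyme for full effect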
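Test system: LMPTP-A phosphatase enzyme. Amount: LMPTP-A at 0.625 nM final in the reaction. Reagent: OMFP substrate, 400 µM final. Times: 50 min at room temperature. Signal: endpoint fluorescence intensity from OMFP dephosphorylation. Read-out basis: % inhibition. Benchmarks: no-enzyme and uninhibited controls.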
STEP block = STEP (human) phosphatase inhibition; P54829; recombinant STEP, OMFP fluorogenic substrate, fluorescence; inhibition, % at 20 µM; 360,000 compounds, 0.25% hits; AID 588621;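 active means inhibition at 20 µM, scaled per plate between control wells, above about 37%, limit read from the data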;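 further: 0% = DMSO with enzyme and substrate and 100% = substrate only without enzyme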
Target sequence (P54829 whole entry, looked up): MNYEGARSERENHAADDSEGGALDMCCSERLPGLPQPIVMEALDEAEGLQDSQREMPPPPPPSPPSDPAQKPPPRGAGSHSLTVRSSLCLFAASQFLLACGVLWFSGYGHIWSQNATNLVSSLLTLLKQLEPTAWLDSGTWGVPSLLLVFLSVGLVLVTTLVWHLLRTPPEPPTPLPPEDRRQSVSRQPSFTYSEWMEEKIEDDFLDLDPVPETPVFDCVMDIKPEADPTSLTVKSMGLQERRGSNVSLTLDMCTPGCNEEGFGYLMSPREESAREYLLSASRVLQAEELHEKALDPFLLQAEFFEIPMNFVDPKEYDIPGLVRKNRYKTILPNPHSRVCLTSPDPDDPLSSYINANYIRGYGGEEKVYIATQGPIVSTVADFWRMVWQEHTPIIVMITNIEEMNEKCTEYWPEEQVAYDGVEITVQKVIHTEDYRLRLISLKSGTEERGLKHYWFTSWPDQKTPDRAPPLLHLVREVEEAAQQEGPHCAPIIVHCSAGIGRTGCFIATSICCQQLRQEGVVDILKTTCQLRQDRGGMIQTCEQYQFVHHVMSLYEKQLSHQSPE
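System: STEP (striatal-enriched tyrosine phosphatase) enzyme, cell-free; medium: Bis-Tris pH 6.0 buffer with DTT, detergent; dosing: 20 µM, 1% DMSO; times: reaction 20 min, ambient temperature; detection: fluorescence, 480/540 nm; read-out basis: normalized % inhibition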
SUMO1 PPI mod = alters human SUMO1 binding to SIM partners | SUMO1 binding to a labelled peptide, TR-FRET, 1 h | inhibition, % at 20 µM | 360,000 compounds, 0.33% hits | AID 602429; in the data active means inhibition above about 37%
NadD block = blocks S. aureus nicotinate mononucleotide adenylyltransferase. purified NadD enzyme, colorimetric absorbance read-out. inhibition, % at 20 µM. 360,000 compounds, 0.78% hits; in the data active means inhibition above about 26%; further: some compounds past the cut are filed as inactive
MsrA inhibitor = bovine MsrA inhibition | inhibition, % at 15.5 µM | purified bovine MsrA, absorbance read-out | 360,000 compounds, 0.75% hits; in the data active means inhibition above about 4.5%;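 further: 0% = vehicle wells with enzyme and 100% = reference inhibitor wells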
CSN inh = CSN deneddylation inhibition; Q92905; Purified CSN, SCF-Nedd8-OG deneddylation, fluorescence polarization; inhibition, % at 12.5 µM; 360,000 compounds, 0.38% hits;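 active means pattern-corrected inhibition above about 35%, with an unprinted fluorescence ratio check between 0.5 and 1.5, limit read from the data, passing the limit was not always enough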;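 further: 0% = enzyme with substrate and 100% = substrate without enzyme; some results filed as inactive read as strong as hits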
Target sequence (Q92905 whole entry, looked up, one chain of several): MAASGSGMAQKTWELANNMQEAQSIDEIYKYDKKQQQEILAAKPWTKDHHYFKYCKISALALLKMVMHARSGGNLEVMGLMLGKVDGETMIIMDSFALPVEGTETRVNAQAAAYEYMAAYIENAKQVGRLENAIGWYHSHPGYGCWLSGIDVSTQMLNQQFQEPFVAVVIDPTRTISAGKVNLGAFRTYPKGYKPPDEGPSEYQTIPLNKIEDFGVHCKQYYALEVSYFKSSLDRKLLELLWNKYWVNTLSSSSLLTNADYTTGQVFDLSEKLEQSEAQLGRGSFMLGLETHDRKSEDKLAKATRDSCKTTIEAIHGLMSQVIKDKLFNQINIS
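Assay system: HEK293T-derived human Csn5 enzyme; quantity: 0.24 nM enzyme; medium: Tris/NaCl/DTT buffer, pH 7.5; also added: substrate SCFSkp2-Nedd8OG, 10 nM; doses: 12.5 µM compound; schedule: 90 min reaction at room temperature; signal: FP; read-out: % inhibition of substrate cleavage by Csn5; benchmarks: substrate-only high control, full reaction low control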
Rpn11 block = blocks the human proteasome subunit Rpn11. human 26S proteasome, Ub4-pepOG fluorescence polarization; 20S core pre-blocked with epoxomicin. calls only at 20 µM. AID 588493. 360,000 compounds, 0.59% hits;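 active means inhibition at 20 µM, scaled to each plate's controls, above about 33%, limit read from the data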
TbMetRS inhib = Trypanosoma brucei MetRS inhibition. purified T. brucei MetRS, ATP depletion, Kinase-Glo luminescence. 360,000 compounds, 0.4% hits. inhibition, % at 11.9 µM;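 active means inhibition above a per-plate cutoff of the control wells' mean inhibition plus 3 SD, cut at about 5.5% in these data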;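 further: 0% = DMSO wells median and 100% = median of wells with control inhibitor compound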
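Dosing: 11.9 µM single point; system: parasite MetRS enzyme; technique: luminescence of leftover ATP; times: 15 min enzyme-compound preincubation, 2 h reaction, 10 min detection, 25 °C; replicates: each compound tested once; read-out basis: percent inhibition relative to median high and low control wells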
Scp1 inh = inhibitors of human Scp-1 phosphatase; Q9GZU7; Recombinant Scp1, phosphopeptide, malachite green phosphate absorbance; inhibition, % at 20 µM; 340,000 compounds, 0.88% hits;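 active means inhibition above about 50% at 20 µM, limit read from the data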;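 further: plate controls were DMSO wells with enzyme for no effect and wells lacking enzyme for full effect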
Target sequence (Q9GZU7 76-261 limits assumed): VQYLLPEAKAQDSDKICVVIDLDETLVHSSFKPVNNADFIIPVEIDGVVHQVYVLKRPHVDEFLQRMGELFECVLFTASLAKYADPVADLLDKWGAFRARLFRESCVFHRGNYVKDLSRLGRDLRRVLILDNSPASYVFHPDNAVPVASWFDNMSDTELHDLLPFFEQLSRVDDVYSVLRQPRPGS
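System: SCP-1 catalytic domain; Reagent: Phospho 17-mer peptide substrate; Doses: one concentration, 20 µM, with 1.0% DMSO; Incubation: 45 min room-temperature reaction, 5 min colour, 30 min stabiliser; Signal: Phosphate-binding colour reagent, absorbance read at 630 nm.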
DNMT1 inh = inhibitors of human DNMT1 | P26358 | DNMT1 molecular beacon, Hinp1I cleavage, fluorescence | inhibition (reported as % activation of signal), % at 10 µM | 360,000 compounds, 0.83% hits; in the data active means inhibition above about 50%
* = called active by the depositor; i = inactive; . = no result given. This is a random part of the collection (roughly 3.9% active in at least one column).

SMILES	LMPTP inh	STEP block	SUMO1 PPI mod	NadD block	MsrA inhibitor	CSN inh	Rpn11 block	TbMetRS inhib	Scp1 inh	DNMT1 inh
Cc1ccc(CNS(=O)(=O)c2cc3c(cc2C)NC(=O)CO3)cc1	-2.5	-1	1	-4	0.1	-5	i	0.0	-9	2
CCCC(=O)N1CCN(c2ccc(NC(=S)NC(=O)CC)cc2)CC1	-0.6	-3	2	-2	2.1	2	i	-0.7	-2	0
CCOC(=O)/C(C#N)=C/c1cccc(F)c1	-0.4	-2	-5	-9	0.9	5	i	-1.0	-8	2
CSc1nc2ccsc2c(=O)n1-c1cccnc1	1.4	10	4	4	0.0	1	i	0.1	-2	2
Nc1nccnc1C(=O)OCC(=O)C12CC3CC(CC(C3)C1)C2	-0.3	-1	-11	3	1.3	0	i	-0.3	-3	0
COc1cc2c(-c3ccc4cc[nH]c4c3)c(-c3ccsc3)oc(=O)c2cc1OC	2.1	-1	-5	2	-0.1	-3	i	0.2	-9	-27
Cc1cccc(CSC2=NCCN2C(=O)c2ccc(Br)o2)c1	2.5	4	-2	1	-0.7	0	i	0.2	-3	2
CCc1nc2c(OCCC3CCCCC3)cccn2c1N(C)C(=O)c1ccco1	1.2	4	1	-1	0.8	0	i	-0.5	.	3
COc1cc(C=O)ccc1OS(=O)(=O)c1ccc(NC(C)=O)cc1	-0.9	-2	0	-3	-0.2	-7	i	0.0	-9	1
N#Cc1sc2nccc(Nc3ccccc3)c2c1N	0.3	-1	-19	-4	2.8	9	i	-0.4	-4	-18
CCCc1c(-c2cccc(F)c2)ncn1CCc1ccccc1OC	2.9	.	9	1	0.5	0	.	-1.2	.	.
COc1ccc(OC)c(/C=N/NC(=O)CCCC(=O)Nc2cccc(Br)c2)c1	0.6	-6	-7	9	1.1	-2	i	1.1	0	-7
CCc1ccc2nc(SCC(=O)N3CCCCC3)c(C#N)cc2c1	2.0	0	-16	9	3.0	3	i	-0.6	-10	0
O=C(NCc1ccc(F)cc1)c1cc(C2CCCN(C(=O)c3ccc4c(c3)CCO4)C2)on1 (centres undefined)	-0.2	-2	0	2	-0.3	1	i	0.1	.	-2
COc1ccccc1CNC(=O)c1ccc2c(c1)OCO2	-0.2	0	2	-6	0.7	2	i	-0.6	-3	2
COc1ccc(C(O)c2nc(-c3ccc(N(C)C)cc3)cs2)cc1 (centres undefined)	-0.1	-7	-1	-1	0.5	0	i	0.0	.	-11
COCCNC(=O)c1noc2c1CCc1cc(OC)ccc1-2	-1.2	-1	-5	-5	1.9	-3	i	-0.1	-8	-1
CN(C)CCC(C(=O)c1ccccc1)c1cccnc1 (centres undefined)	-3.4	-3	-4	-3	0.1	-1	i	-0.3	-5	3
COc1ccc(C(=O)Nc2cccc(NC(=O)c3cccs3)c2)cc1OC	-0.8	1	6	1	-0.4	-5	i	-0.4	-7	1
CCn1c(-c2cccc(S(=O)(=O)N3CCCC3)c2)n[nH]c1=S	-1.5	1	0	-1	-1.3	1	i	-0.6	-2	3

Three compounds out of the list, arranged by molar mass, falling.
SMILES	LMPTP inh	STEP block	SUMO1 PPI mod	NadD block	MsrA inhibitor	CSN inh	Rpn11 block	TbMetRS inhib	Scp1 inh	DNMT1 inh
COc1ccc(C(=O)Nc2cccc(NC(=O)c3cccs3)c2)cc1OC	-0.8	1	6	1	-0.4	-5	i	-0.4	-7	1
CCc1ccc2nc(SCC(=O)N3CCCCC3)c(C#N)cc2c1	2.0	0	-16	9	3.0	3	i	-0.6	-10	0
CCCc1c(-c2cccc(F)c2)ncn1CCc1ccccc1OC	2.9	.	9	1	0.5	0	.	-1.2	.	.

Additional results follow:
SMILES	LMPTP inh	STEP block	SUMO1 PPI mod	NadD block	MsrA inhibitor	CSN inh	Rpn11 block	TbMetRS inhib	Scp1 inh	DNMT1 inh
Cc1nc(S/C(=C\c2ccc(OCc3ccccc3Cl)cc2)C(=O)O)n[nH]1	-1.6	2	5	63*	-0.2	-2	i	-0.4	11	-5
CCCOc1ccc(C(=O)NCc2ccco2)cc1	-1.4	0	2	-1	-1.3	-1	i	0.1	-6	-3
COc1ccccc1-c1cc(NC(C)=O)c2ncc(-c3cccc(C(F)(F)F)c3)n2c1	2.7	-2	1	-4	-0.8	2	i	-0.1	.	-4
O=C(NCc1ccccc1)c1cccc(NC(=O)c2ccccc2)c1	-1.4	-5	2	-4	0.3	0	i	-1.7	12	4
c1ccc(-c2nnc3ccc(N4CCCC4)nn23)cc1	-0.2	4	-1	4	0.9	-5	i	-0.5	-9	1
CC(C)(C)c1ccc(C(=O)NNC(=O)c2cccc(-n3cnnn3)c2)cc1	-2.1	2	1	-6	0.3	-6	i	-0.4	-24	0
N#CC1=C(N)SC(C(=O)c2ccccc2)C1c1cccs1 (centres undefined)	-0.1	-2	-1	-1	-0.2	2	i	-0.3	-13	-6
CN1CCN(C(=O)c2ccccc2Nc2ccc(SC(F)F)cc2)CC1	-5.1	2	10	-4	-0.6	-3	i	0.6	-4	-1
CCOc1ccc(NS(=O)(=O)c2ccc(-c3coc(C)n3)cc2)cc1	0.2	3	1	-5	0.4	1	i	0.6	-5	0
Cc1ccccc1C(=O)Nc1ccc(S(=O)(=O)Nc2onc(C)c2C)cc1	-0.9	0	1	-1	0.3	4	i	-0.2	-8	0

In the list so far, 2 have bromine:
SMILES	LMPTP inh	STEP block	SUMO1 PPI mod	NadD block	MsrA inhibitor	CSN inh	Rpn11 block	TbMetRS inhib	Scp1 inh	DNMT1 inh
Cc1cccc(CSC2=NCCN2C(=O)c2ccc(Br)o2)c1	2.5	4	-2	1	-0.7	0	i	0.2	-3	2
COc1ccc(OC)c(/C=N/NC(=O)CCCC(=O)Nc2cccc(Br)c2)c1	0.6	-6	-7	9	1.1	-2	i	1.1	0	-7

(list continues)
SMILES	LMPTP inh	STEP block	SUMO1 PPI mod	NadD block	MsrA inhibitor	CSN inh	Rpn11 block	TbMetRS inhib	Scp1 inh	DNMT1 inh
Cc1sc2ncn(CC(=O)NCCCC(=O)N3CCCCC3)c(=O)c2c1C	0.5	-2	9	-1	0.3	7	i	-0.6	-1	1
Cc1cccc(NC(=O)c2cc3ccccc3nc2C)c1	-0.4	7	2	-3	-0.8	-2	i	-0.5	3	5
Cn1c(SCC(=O)Nc2ccccc2[N+](=O)[O-])nnc1C(F)(F)F	-2.6	-1	-19	-3	1.4	4	i	-0.7	-3	0
COCCOC(=O)C1=C(C)NC(=O)N(C(C)=O)C1c1ccc(Cl)cc1 (centres undefined)	-1.0	-4	-4	5	-0.1	5	i	-0.2	-3	1
CN(c1ccccc1C(=O)N1CCN(c2cccc(Cl)c2)CC1)S(C)(=O)=O	0.2	-1	2	2	-0.1	4	i	-0.5	-6	0
OCC[C@@H]1C[C@@H](O)[C@H](O)[C@@]2(CCCO2)O1	-0.1	-2	-2	1	-1.5	6	i	-0.1	3	2
Cc1ccccc1-n1c(SC(C)C(=O)N2CCN(C)CC2)nc2ccccc2c1=O (centres undefined)	-0.4	1	-3	-13	.	-9	i	0.2	-11	0
COc1ccccc1NC(=S)NC1CCCC1	-0.5	2	-2	-1	0.5	2	i	-0.5	-8	2
CN(C)c1nc(OCCNC(=O)Nc2ccccc2)nc(N2CCCCC2)n1	-0.7	-1	3	-11	0.7	-1	i	0.2	-5	-1
CCOC(=O)C1(CCc2ccccc2)CCN(C(=O)CCn2cncn2)CC1	-0.7	-1	3	-2	-0.7	2	i	0.2	-2	3
CCN1CCN(c2ccc(NC(=O)c3ccc4c(c3)OCO4)cc2)CC1	0.8	0	-1	0	1.0	1	i	-0.8	-11	2
CCCC(=O)Nc1ccc(C(=O)O)cc1NC(=O)CCC	-1.0	1	-1	-1	1.0	4	i	0.0	-1	1
O=C(CSc1nc2ccccc2c(=O)n1CC1CCCCC1)N1CCOCC1	1.3	0	4	-3	-0.9	-1	i	-0.8	-8	-1
COc1ccc(/C=C/C(=O)OCC(=O)NCc2ccccc2)cc1OC	-0.2	-2	-23	-2	1.6	2	i	-0.4	-6	2
CCNc1nc(NCC)n2c(SCC(=O)Nc3ccccc3OC(F)F)nnc2n1	-1.8	-4	3	-6	-0.8	1	i	-0.2	-3	-4
O=C(Nc1nccs1)C1CCN(S(=O)(=O)c2ccc(Cl)c(C(F)(F)F)c2)CC1	-1.4	4	-3	5	0.0	-7	i	-0.2	-13	0
CSc1nc(N)nc2c1ncn2CC(=O)N[C@H](CO)Cc1c[nH]c2ccccc12	-0.8	-3	3	-3	1.5	2	i	0.0	-2	3
CCN(Cc1ccccc1)S(=O)(=O)c1ccc(C(=O)N(CCCN(C)C)c2nc3cc(OC)ccc3s2)cc1	-0.1	5	-30	-1	-0.7	1	i	-0.1	1	-7
COc1cccc(NC(=O)CNC(=O)c2ccc(F)cc2)c1	-0.3	4	4	-5	-0.4	1	i	-0.8	7	1
CC(C)(C)c1ccc(OCCSc2nc3ccccc3n2CC(=O)O)cc1	-0.8	2	5	2	-0.7	4	i	0.1	-14	-1
CCNC(=O)CSc1nnc(-c2ccc(OC)cc2)n1CC(C)C	-2.7	4	2	-6	0.5	1	i	0.5	-4	2
O=C(c1cccc(Cl)c1)N1CCN(Cc2c[nH]c3ccccc23)CC1	-1.1	-3	-2	4	0.2	-13	i	0.0	-8	-11
CCOCc1nnc(NC(=O)C2CCN(C(=O)C3CC(=O)N(c4ccc(C)cc4)C3)CC2)s1 (centres undefined)	-0.2	-2	0	3	0.0	0	i	0.1	-5	-2
CCOC(=O)C1CCN(C(=O)c2ccc3c(=O)n4nc(Nc5ccccc5CC)sc4nc3c2)CC1	1.9	-1	4	12	0.8	-2	i	-0.1	.	-8
O=C(CCc1nnc(COc2ccccc2)o1)NCc1ccccc1C(F)(F)F	-1.4	2	3	1	-1.2	1	i	-0.2	-9	-2
CCN(Cc1ccccc1)S(=O)(=O)c1ccc(OC)c2ncccc12	1.2	-2	-6	-6	0.8	2	i	0.5	1	-1
CCCCCCCCSC1=CC(=O)C(OC)=C(OC)C1=O	1.1	-2	7	17	0.9	2	i	-0.1	.	-13
CCc1ccc(NC(=O)C2CCN(S(=O)(=O)c3c(C)noc3C)CC2)cc1	1.5	-1	0	-2	-0.9	4	i	-0.3	-10	1
Cc1ccc(NS(=O)(=O)c2ccc(-n3cccn3)cc2)nc1	-1.5	5	1	-2	1.1	3	i	-0.1	-7	2
CCOC(=O)[C@@H]1[C@H]2COc3ccc(Br)cc3[C@H]2N2C(=O)N(c3ccc(C)cc3)C(=O)[C@@]12C	1.6	3	5	-5	0.0	-2	i	-0.2	-18	6
O=C(Cn1cc2c(n1)CCCC2)NCc1cccc(Cl)c1	0.0	1	5	1	-0.3	-1	i	-0.4	-8	-1
Cc1c(O)c(CN(C)C)cc2c1oc(=O)c1ccccc12	-1.8	1	-4	-8	0.6	3	i	-0.1	-10	4
